Screening data (PubChem BioAssay)
Mito fusion yeast = mitochondrial division inhibition or fusion activation | S. cerevisiae fusion-defective mutant growth rescue, CellTiterGlo 48 h | Potency, µM (doses to about 46.1 µM), for inactives: top-dose growth rescue (activation), hits mostly activators | 320,000 tested, 0.23% active;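 note: potency is the fitted concentration of half-maximal effect; % of control where 0% means no effect; nearly all actives have a fitted effect of over 45% in size; temperature-sensitive fusion mutants such as fzo1-1 at 37 °C on non-fermentable ethanol glycerol medium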
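Luminescent cell viability in 1536-well qHTS format served as the measure of rescued growth in ts fusion-mutant S. cerevisiae cultured on non-fermentable YPEG for 48 hours at 37C.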
Menin-MLL TR inh = inhibitors of human menin-MLL interaction, mutant MLL peptide; O00255; Menin + Texas Red MLL mutant peptide, fluorescence polarization; Potency, µM (titrated, usually from 61.6 µM), inactives show top-dose FP activity change, negative = inhibition, most hits filed as inhibitors; 270,000 tested, 0.23% active; AID 1768; active = well fitted inhibition curve with a large enough effect in the polarisation, with a control signal flat, not every such curve was filed as active; inconclusive = small, poorly fitted or top-dose-only effect, or effect the other way, or a change in a side signal; inactive = no such curve, though single readings can be large or run the other way; the % refers to the polarisation; note: potency is the fitted concentration of half-maximal effect; % of control where 0% means no effect; many of its hits are not listed in these tables
MBNL1 CUG block = blocks human MBNL1 binding to CUG repeat RNA. Q9NR56. TR-FRET MBNL1-His/biotin-(CUG)12 binding, 665/545 ratio. Potency, µM (titrated, usually from 57.5 µM), for inactives: at the top dose activity change, negative = inhibition, hits mostly inhibitors. 280,000 tested, 0.036% active; active = well fitted inhibition curve with a large enough effect in the signal ratio, with a control signal flat, not every such curve was filed as active; inconclusive = small, poorly fitted or top-dose-only effect, or effect the other way, or a change in a side signal; inactive = no such curve, though single readings can be large or run the other way; the % refers to the signal ratio; note: potency is the fitted concentration of half-maximal effect; % is set by controls: 0 for no effect and ±100 for the full control effect
Target sequence (Q9NR56 whole entry, looked up): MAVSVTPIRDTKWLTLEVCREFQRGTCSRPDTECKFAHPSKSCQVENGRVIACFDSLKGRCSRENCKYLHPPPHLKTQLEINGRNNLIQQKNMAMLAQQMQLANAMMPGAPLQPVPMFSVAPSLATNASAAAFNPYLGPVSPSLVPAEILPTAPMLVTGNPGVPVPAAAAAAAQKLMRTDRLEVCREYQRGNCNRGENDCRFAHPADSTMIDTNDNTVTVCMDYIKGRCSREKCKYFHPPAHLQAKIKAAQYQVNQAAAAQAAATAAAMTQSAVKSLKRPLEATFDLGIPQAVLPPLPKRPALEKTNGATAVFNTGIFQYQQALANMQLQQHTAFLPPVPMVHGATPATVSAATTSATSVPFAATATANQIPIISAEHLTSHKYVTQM
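MBNL1-His + Biotin-(CUG)12, cpd titration 92 nM–58 uM; Tb anti-His Ab 0.055 ng/ul, SA-XL665 5 nM (final); 60 min RT; ratiometric 665/545 nm, Ex 340 nm; normalized to buffer and full-complex controls.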
Rab9 prom act = Rab9 promoter activation; Huh7 Rab9 promoter-luciferase reporter, luminescence, 24 h; Potency, µM (series often up to 9.22 µM), inactives show at the highest dose activation, negative = inhibition, actives largely listed as activators; 320,000 tested, 2.8% active; AID 485297; note: potency is the fitted concentration of half-maximal effect; % of control where 0% means no effect; nearly all actives have a fitted effect of over 60% in size
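Cells were plated at 1500 per well in reduced-serum medium with 10% FBS and left 2 h. Compound in DMSO was then added for 24 h at 37 °C. Reporter signal was read by luminescence after 10 min with luciferase detection reagent.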
NPC1 promoter act = activates the NPC1 promoter. Huh7 NPC1 promoter luciferase reporter, 24 h. Potency, µM (highest dose often 9.22 µM), for inactives: at the highest dose activation, actives largely listed as activators. 320,000 tested, 2.4% active. AID 485313;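 note: potency is the fitted concentration of half-maximal effect; % of control where 0% means no effect; nearly all actives have a fitted effect of over 60% in size; reporter is driven by a mutant NPC1 promoter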
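NPC1 promoter–luciferase Huh7 cells; 24 h compound; luminescence.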
VP16 counter = Gal4-VP16 reporter inhibition counter-screen. Drosophila S2 Gal4-VP16 UAS-luciferase, luminescence, 20 h. AID 2546. 310,000 tested, 3.5% active. Potency, µM (top dose mostly 53.6 µM), inactives show at the top dose activity, negative = inhibition, most hits filed as inhibitors;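 note: Gal4-VP16 expression switched on by copper sulfate through the metallothionein promoter; potency is the fitted concentration of half-maximal effect; % is set by controls: 0 for no effect and ±100 for the full control effect; nearly all actives have a fitted effect of over 50% in size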
ELG1 repair inh = ELG1-dependent DNA repair inhibition; 330,000 tested, 2.3% active; HEK293T ELG1-luciferase reporter, luminescence, 16 h; DNA damage induced by 5-fluorouridine; Potency, µM (top dose mostly 46.1 µM), inactives show at the highest dose activity change, negative = inhibition, most hits filed as inhibitors; note: potency is the fitted concentration of half-maximal effect; % is set by controls: 0 for no effect and ±100 for the full control effect; nearly all actives have a fitted effect of over 55% in size
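DMSO vehicle served as the neutral condition. Each well held 2,000 cells given 5-fluorouridine plus compound; after 16 hr at 37 °C/5% CO2, ONE-Glo was added and luciferase measured 30 min later.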
KCNH2 3.1 inh = blocks the human KCNH2 3.1 channel isoform; U2OS KCNH2 3.1, thallium flux FluxOr; stronger effect = lower value; activity change, % (tested at about 1.8 µM); 340,000 tested, 0.95% active; AID 720553;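 active = maximum activity change below -70%; inconclusive = maximum activity change from -70% to -50%; inactive = maximum activity change above -50%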;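 note: thallium influx rate constant from kinetic fluorescence after stimulation buffer; % is set by controls: 0 for no effect and ±100 for the full control effect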
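Thallium flux read-out: FluxOr dye with Red40 quencher in HBSS/HEPES, 45 min at RT. Rate constants from kinetic reads were normalized to positive and negative DMSO controls. Cells: U2OS virally expressing the 3.1 isoform.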
FLuc modulator = inhibits or activates purified firefly luciferase, miR-21 counter-screen | 360,000 tested, 6.9% active | AID 588342 | Potency, µM (titrated, usually from 57.5 µM), for inactives: at the top dose activity change, negative = inhibition, actives largely listed as inhibitors | purified FLuc, Km substrates, luminescence inhibition | P08659;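 note: potency is the fitted concentration of half-maximal effect; plate controls were vehicle for no effect and reference inhibitor for full effect; nearly all actives have a fitted effect of over 55% in size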
Target sequence (P08659 whole entry, looked up): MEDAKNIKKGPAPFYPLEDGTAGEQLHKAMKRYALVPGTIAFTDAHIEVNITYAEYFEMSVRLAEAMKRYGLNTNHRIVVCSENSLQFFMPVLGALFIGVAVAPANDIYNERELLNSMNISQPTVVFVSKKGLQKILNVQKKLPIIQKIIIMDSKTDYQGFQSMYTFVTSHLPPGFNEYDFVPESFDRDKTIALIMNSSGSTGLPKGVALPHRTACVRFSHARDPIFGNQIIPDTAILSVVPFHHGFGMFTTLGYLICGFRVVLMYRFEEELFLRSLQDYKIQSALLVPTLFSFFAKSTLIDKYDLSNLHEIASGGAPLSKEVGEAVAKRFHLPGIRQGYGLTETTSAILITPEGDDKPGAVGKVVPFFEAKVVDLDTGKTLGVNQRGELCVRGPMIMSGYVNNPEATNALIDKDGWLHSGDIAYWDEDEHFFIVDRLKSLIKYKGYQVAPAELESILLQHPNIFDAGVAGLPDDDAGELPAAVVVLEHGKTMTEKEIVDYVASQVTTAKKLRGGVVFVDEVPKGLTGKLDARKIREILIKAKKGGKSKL
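Purified P. pyralis luciferase, 10 nM final, with Km-level 10 uM D-luciferin and 10 uM ATP in 50 mM Tris acetate pH 7.5, 10 mM Mg acetate, 0.01% Tween-20, 0.05% BSA; 6-point qHTS titration about 60 µM downward; luminescence read.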
PKM2 activator = PKM2 (human) enzyme activation | P14618 | purified PKM2, Kinase-Glo ATP luminescence, activation; response scale: 0% is enzyme alone, no compound | Potency, µM (top dose mostly 57.5 µM), for the others: at the highest dose activation, most hits filed as activators | 260,000 tested, 0.34% active | AID 1631; note: potency is the fitted concentration of half-maximal effect; % is set by controls: 0 for no effect and ±100 for the full control effect; nearly all actives have a fitted effect of over 55% in size
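ATP formation by purified human PK-M2, quantified via coupled luciferase luminescence after 1 h at room temperature with 0.1 mM ADP and 0.5 mM PEP final.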
RORgamma inh = inhibitors of mouse ROR gamma transcriptional activity; P51450; Drosophila S2 Gal4-RORgamma UAS-luciferase reporter, 20 h; Potency, µM (top dose mostly 53.6 µM), inactives show at the top dose activity change, negative = inhibition, usual class: inhibitors; 310,000 tested, 5.4% active; note: potency is the fitted concentration of half-maximal effect; % is set by controls: 0 for no effect and ±100 for the full control effect; nearly all actives have a fitted effect of over 60% in size
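Compounds are pin-transferred onto Drosophila Schneider cells expressing a copper-inducible Gal4–ROR gamma transactivation domain fusion. After 1 hr, copper sulfate is added to 700 uM final; luciferase is read 20 hr later.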
The depositor's hits bear a star; ? = inconclusive; nt = not tested or not shown; [ ] = another dose, or the depositor's remark. Unless noted, calls come from the whole dose curve; as a rule, active = well fitted curve in the direction sought with a large enough effect; inconclusive = small, poorly fitted or top-dose-only effect, or another doubt; inactive = no such curve, though single readings can be large; an effect the other way counts as inactive or inconclusive. These rows are one share of the data; rates above refer to the full screens.

SMILES	Mito fusion yeast	Menin-MLL TR inh	MBNL1 CUG block	Rab9 prom act	NPC1 promoter act	VP16 counter	ELG1 repair inh	KCNH2 3.1 inh	FLuc modulator	PKM2 activator	RORgamma inh
O=C(COC(=O)c1cc(-c2ccncc2)nc2ccccc12)Nc1ccc2c(c1)OCO2	-1%	-5%	nt	-5%	-5%	-3%	6%	nt	2%	-5%	34%
COc1ccc(-c2ccc(CCC(=O)O)n2CC2CCCO2)cc1 (centres undefined)	-8%	-26%	8%	-3%	-4%	-17%	6%	-11	?	-1%	-2%
Nc1ccc2nc(-c3ccc(-c4nc5ccc(N)cc5[nH]4)cc3)[nH]c2c1	1%	?	?	-1%	-6%	0%	-14%	-6	-16%	nt	16%
Cc1cc(NC(=O)CSc2ccc(-c3ccccc3)nn2)no1	-3%	-13%	-3%	3%	2%	-4%	-7%	-1	?	16µM*	-27%
COc1ccc(-c2nnc3sc(-c4ccc(Br)o4)nn23)cc1OC	3%	-1%	32%[activator]	-8%	1%	0%	-1%	nt	-1%	0%	-18%
CC(C)C(C(=O)NC1CCCC1)N(CC1CCCO1)C(=O)CNS(=O)(=O)c1ccc(F)cc1 (centres undefined)	0%	nt	9%	0%	1%	2%	8%	-25	2%	nt	-1%
C/C(=N\NC(=S)Nc1c(C)cccc1C)c1cc2ccccc2o1	?	-14%	14%	-10%	-10%	7.1µM*	-12%	-5	0%	0%	1µM*
COc1cc2ccccc2cc1C(=O)NCCCN1CCOCC1	1%	nt	nt	0%	1%	nt	?	-12	2%	nt	nt
COc1ccc(NC(=O)CCN2C(=O)c3ccccc3C2=O)c(OC)c1	2%	-10%	7%	-3%	-5%	12%	-4%	-3	-1%	-3%[11.5 µM]	43%
COc1cccc(C2C3=C(CC(C)(C)CC3=O)Nc3cc4c(cc32)OCO4)c1 (centres undefined)	3%	5%	-1%	-3%	-1%	14%	?	1	3%	-14%	-9%
CC(C)C(NS(=O)(=O)c1cccc(C(F)(F)F)c1)C(=O)NCc1cccs1 (centres undefined)	-2%	nt	nt	2%	0%	nt	2%	10	5%	nt	nt
Cc1ccc(S(=O)(=O)N2CCOCC2)cc1-c1n[nH]c(=S)n1-c1ccccc1	1%	nt	nt	-3%	2%	nt	8%	3	-2%	nt	nt
O=S1(=O)N=C(Nc2ccc(S(=O)(=O)N3CCCCC3)cc2)c2ccccc21	0%	-1%	-3%	0%	0%	1%	?	-10	-1%	-6%	23%[10 µM]
Cc1cccc(N2CN=c3s/c(=C\c4ccccn4)c(=O)n3C2)c1	-3%	nt	11%	-6%	-7%	-7%	?	-1	-5%	3%	19%
COc1cccc(CC2(CO)CCN(C(=O)NC3CCCCC3)CC2)c1	1%	-14%	-5%	-4%	-2%	-1%	?	-7	0%	-2%	4%
O=C(c1ccc(OCC2CCCO2)cc1)N1CCN(S(=O)(=O)c2cccc(F)c2)CC1 (centres undefined)	7%	nt	nt	1%	-3%	nt	6%	-8	4%	nt	nt
CCN1CCN(C(=O)c2sc3nc(C)nc(N4CCC(C)CC4)c3c2C)CC1	-14%	-13%	-1%	-9%	-4%	nt	1%	5	2%	10%	20%[0.365 µM]
O=c1oc2ccccc2c(NC2CCCCC2)c1NS(=O)(=O)c1ccc(F)cc1	0%	nt	-11%	-6%	-2%	6%	-4%	-5	2%	nt	8%
CCCN(C(=O)c1ccco1)c1nnc(-c2ccncc2)s1	13%	-12%	4%	11%	-2%	-4%	-15%	1	-15%	-2%	27%
Cc1noc(/C=C/c2ccco2)c1S(=O)(=O)N1CCC(C(=O)N2c3ccccc3CC2C)CC1 (centres undefined)	10%	37%[activator]	11%	-25%	-22%	3%	?	0	-1%	7%	23%
CCN(C(=O)COC(=O)/C=C/c1cccc(Br)c1)C1CCS(=O)(=O)C1 (centres undefined)	1%	nt	?	1%	-3%	6%	-24%	nt	7%	-1%	-19%
CCc1ccc2oc(-c3cc(N=Cc4cccc(OC)c4O)ccc3O)nc2c1	-34%[inhibitor]	?	-3%	4µM*	4.5µM*	?	?	-8	0.43µM*	-7%	11µM*
Cc1ccc2nc(-c3ccsc3)c(NC3CCCC3)n2c1	-3%	?	-2%	27%	19%	-26%	-12%	-2	?	2%	?
N#Cc1c(-c2ccco2)nc(NCC2CCCO2)[nH]c1=O (centres undefined)	-1%	0%	13%	-5%	-5%	0%	-6%	9	-1%	3%	4%
Cn1c(SCC(=O)Nc2ccccc2)nc(O)cc1=O	3%	nt	9%	8%	-1%	-2%	-6%	8	-7%	-3%	1%
Cc1nc2scc(-c3ccco3)c2c(=O)n1/N=C/N(C)C	-5%	-12%	11%	1%	-1%	-13%	9%	10	3%[2.3 µM]	26%	-2%
CCn1c(COc2cccc(C)c2)nnc1SCC(=O)CC(=O)Nc1ccccc1OC	0%	3%	2%	-4%	-2%	?	3%	-1	?	-2%	10µM*
CCc1nnc(NC(=O)[C@@H](NC(=O)c2cc(OC)cc(OC)c2)C(C)C)s1	1%	-5%	-5%	-1%	-6%	-6%	-5%	-5	-5%	-16%	5%
COc1cccc(C(C(=O)NC(C)(C)C)N(C(=O)CCC(=O)Nc2cc(C)on2)C2CC2)c1OC (centres undefined)	-1%	-22%	-4%	5%	4%	-14%	4%	-15	4%	-1%	-9%
COCCn1c(C)cc(C(=O)COC(=O)c2cncc(Br)c2)c1C	-4%	16%	-9%	?	?	2%	?	nt	7.6µM*	-1%	11%
NC(N)=NC(N)=NCCc1ccccc1	-3%	-4%	16%	-12%	-5%	-24%	0%	-1	4%	0%	1%
Cc1onc(NC(=O)c2ccc([N+](=O)[O-])o2)c1Br	-12%	nt	nt	20%	-2%	?	-26%	2	3%	3%	?
CCOC(=O)c1c(C)[nH]c2c1cc(O)c1ccccc12	-4%	?	9%	0%	12%	?	8%	-32	?	-2%	-28%
CC(C)(C)OC(=O)N[C@H](C(=O)OC(C)(C)C)c1ccc2ccccc2c1	-2%	nt	nt	-2%	-1%	nt	6%	5	2%	nt	nt
Cc1cccn2c(=O)c3cc(C(=O)N4c5ccccc5CC4C)n(C)c3nc12 (centres undefined)	2%	-11%	28%	-4%	-18%	-5%	5%	-1	-1%	0%	-24%
O=C(c1cccc(Cl)c1)N1CCN(Cc2ccccc2F)CC1	-6%	?	8%	nt	nt	-6%	nt	-10	6%	8%	2%
O=C(NC(=S)Nc1ncccn1)c1ccccc1Br	3%	0%	-3%	12%	15%	?	?	-7	?	-16%[11.5 µM]	?
CC(NC(=O)[C@H](C)NC(=O)[C@@H]1CSC2c3ccccc3C(=O)N21)c1ccccc1 (some centres undefined)	-8%	5%	-9%	2%	-4%	0%	0%	-1	-3%	-1%[0.46 µM]	-6%
CC(=O)Nc1ccc(S(=O)(=O)N(C)CC(=O)OCC(=O)N(C)c2ccccc2)cc1	2%	nt	-6%	0%	-6%	4%	10%	1	-3%	0%	-3%
C=C(C)c1ccccc1	-9%	nt	nt	-5%	-4%	4%	12%	13	0%	nt	12%
CCN(C(=O)CSc1nc2cc(Cl)ccc2c(=O)n1Cc1ccco1)C1CCS(=O)(=O)C1 (centres undefined)	0%	2%	1%	-10%	-2%	-17%	?	?	0%	-2%	37%
Cc1ccc(S(=O)(=O)N(C)CC(=O)Oc2ccc(-c3nnco3)cc2)cc1	-5%	nt	nt	1%	-2%	nt	?	2	7%	nt	nt
FC(F)(F)c1cccc(Cn2nnnc2-c2ccc(Cl)cc2)c1	23%	-1%	0%	5%	2%	-5%	8%	nt	0%	2%	3%
O=C(CCC(=O)OCC(=O)c1ccc(C(F)(F)F)cc1)OCC(=O)c1ccc(C(F)(F)F)cc1	2%	nt	2%	0%	2%	-8%	6%	-5	-2%	6%	1%
CCn1cc(CN2CCc3c([nH]c4ccccc34)C2c2ccc(F)c(OC)c2)c(C)n1 (centres undefined)	3%	6%	5%	-5%	-3%	4%	?	-3	-15%	0%	25%
O=C1CC(c2ccccc2)SC(N(c2ccccc2)c2ccccc2)=N1 (centres undefined)	1%	-29%	-14%	-3%	0%	17%	3%	9	3%	2%	0%
CCc1ccc2[nH]c(=O)c(CN(CCCN3CCOCC3)C(=O)Nc3ccccc3)cc2c1	1%	?	-2%	-3%	-1%	-2%	-9%	-2	4%	1%	22%
CCC(c1nnnn1CCOC)N1CCN(Cc2ccccc2)CC1 (centres undefined)	-1%	-4%	-3%	-3%	-2%	-7%	12%	11	-1%	-4%	-2%
